V1aR counter – activates human V1a receptor in oxytocin agonist counter-screen | P37288 | CHO-V1R cells, Fluo-8 calcium fluorescence, agonist mode; 0% DMSO, 100% 3 nM vasopressin | 320,000 compounds, 0.25% hits | activation, % at 3 µM;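 active = activation above the mean activation of all tested compounds plus 3 SD, per screening run, cut at about 20% in these data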;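 also: signal is peak over basal fluorescence ratio across a 100 second FLIPR read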
Target sequence (P37288 whole entry, looked up): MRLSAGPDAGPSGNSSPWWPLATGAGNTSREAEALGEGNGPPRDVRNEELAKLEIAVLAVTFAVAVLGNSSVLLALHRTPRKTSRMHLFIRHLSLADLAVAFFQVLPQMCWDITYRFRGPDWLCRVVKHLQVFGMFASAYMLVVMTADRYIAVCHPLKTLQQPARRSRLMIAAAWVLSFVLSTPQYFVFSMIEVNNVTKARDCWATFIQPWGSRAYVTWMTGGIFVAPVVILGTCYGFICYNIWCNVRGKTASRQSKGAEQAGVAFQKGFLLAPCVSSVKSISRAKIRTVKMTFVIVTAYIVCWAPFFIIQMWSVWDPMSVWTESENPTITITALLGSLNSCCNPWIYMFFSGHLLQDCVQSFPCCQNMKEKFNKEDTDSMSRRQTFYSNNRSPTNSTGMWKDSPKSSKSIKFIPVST
TAAR1 antag – antagonists of human TAAR1. CHO RD-HGA16 TAAR1, Fluo-8 calcium fluorescence, antagonist. inhibition, % at 3 µM. 360,000 compounds, 1.5% hits. AID 624466;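 active = inhibition above a per-plate cutoff, the mean inhibition of test compounds on that plate plus 3 SD, cut at about 49% in these data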;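 also: 0% = DMSO plus EC80 beta-PEA response and 100% = DMSO alone without agonist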
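Test system: hTAAR1-expressing CHO RD-HGA16 cells, Gα16-coupled; Probe or stimulus: EC80 β-phenethylamine stimulus; Compound dosing: single nominal final test compound concentration of 3 µM; Timing: 140 s kinetic read after compound, 140 s after agonist; Signal: Fluo-8 calcium-sensitive fluorescence; Measure: % inhibition of agonist calcium response; Controls: DMSO and EC80 PEA controls.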
OXTR potentiate – potentiates the human oxytocin receptor response | P30559 | CHO-OTR cells, Fluo-8 calcium fluorescence, potentiator mode; 0% = oxytocin EC15, 100% = EC100 | activation, % at 3 µM | 320,000 compounds, 0.061% hits;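 active = activation above that plate's cutoff, the mean activation of tested compounds plus 3 SD, cut at about 6.6% in these data, passing the limit was not always enough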;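 also: 100% uses oxytocin at 75 nM as the full agonist control; some results filed as inactive read as strong as hits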
Target sequence (P30559 whole entry, looked up): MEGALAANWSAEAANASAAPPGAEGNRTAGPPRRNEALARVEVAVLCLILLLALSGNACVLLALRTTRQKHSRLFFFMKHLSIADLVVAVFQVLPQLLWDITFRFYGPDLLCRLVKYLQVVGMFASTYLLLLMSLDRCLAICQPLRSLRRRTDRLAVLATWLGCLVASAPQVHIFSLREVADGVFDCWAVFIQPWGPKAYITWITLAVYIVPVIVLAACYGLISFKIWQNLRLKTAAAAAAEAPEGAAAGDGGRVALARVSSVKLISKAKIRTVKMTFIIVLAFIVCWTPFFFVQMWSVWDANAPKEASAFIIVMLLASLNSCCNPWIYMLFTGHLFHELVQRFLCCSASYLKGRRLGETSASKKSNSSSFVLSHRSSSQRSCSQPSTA
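Replication – single well per compound, singlicate · Assay system – CHO cell line stably expressing human OTR · Timing – 6 min pre-incubation, 100 s read · Measure – normalized max/min fluorescence ratio, % activation · Doses – 3.0 µM, one dose · Detection – Fluo-8 calcium dye fluorescence · Probe or stimulus – oxytocin near EC15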
CHO-K1 Ca ag – nonselective activator or artifact in parental CHO-K1 cells. activation, % at 3 µM. 360,000 compounds, 0.48% hits. AID 602248. Fluo-8 calcium fluorescence; scaled to maximal ATP response, vehicle zero; in the data active = activation above about 15%;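 also: untransfected CHO-K1 host cells lacking M1 receptor as counterscreen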
CHO-K1 Ca antag – nonselective inhibitor or artifact in parental CHO-K1 cells. 360,000 compounds, 0.6% hits. ATP-induced calcium, Fluo-8 fluorescence. inhibition, % at 3 µM;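 active = inhibition above a per-plate cutoff, the plate's mean sample inhibition plus 3 SD, cut at about 24% in these data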;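 also: 0% = DMSO plus EC80 ATP and 100% = DMSO alone without ATP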
TAAR1 ag – agonists of human TAAR1. CHO RD-HGA16 TAAR1, Fluo-8 calcium fluorescence; vehicle wells 0%, saturating PEA agonist 100%. activation, % at 3 µM. 360,000 compounds, 0.99% hits;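 active = activation above the mean activation of all test compounds in the run plus 3 SD, cut at about 38% in these data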
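Repeats: no replicates (n 1) | Material: CHO-derived RD-HGA16 cells with stable Gα16 and human TAAR1 | Technique: Kinetic Fluo-8 calcium fluorescence | Schedule: 17-24 h seeding, 75 min 37 °C dye, 30 min RT | Evaluation: % activation from peak over basal fluorescence ratio, DMSO-to-PEA scaled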
M1 PAM parental – counter-screen for M1 PAMs: effect in parental CHO-K1 cells | ATP EC20, Fluo-8 calcium fluorescence; 0% at ATP EC20, 100% at ATP max | activation, % at 3 µM | 360,000 compounds, 0.02% hits | AID 602247;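 active = activation above the run cutoff, the mean activation of all test compounds plus 3 SD, cut at about 40% in these data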;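 also: peak over basal fluorescence ratio in a 140 s read after ATP addition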
CHO parental Ca – counter-screen for OX1R antagonists: effect in parental CHO cells. parental CHO-K1, ATP-induced calcium, Fluo-8 fluorescence. inhibition, % at 5.6 µM. AID 463079. 330,000 compounds, 0.63% hits;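 active = inhibition above that plate's mean sample inhibition plus 3 SD, cut at about 26% in these data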;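 also: 0% = ATP-challenged DMSO wells and 100% = DMSO wells without ATP; some compounds past the cut are filed as inactive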
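Test system: untransfected parental CHO cell line; also added: ATP stimulus; dosing: 5.6 µM, single dose; signal: calcium-sensitive Fluo-8 fluorescence; measure: percent inhibition of ATP-evoked calcium rise, normalized to controls; benchmarks: low control ATP plus DMSO, high control DMSO only; replication: one well per compound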
CHRM1 agonist – human M1 muscarinic receptor agonism | P11229 | CHO-K1 hM1, Fluo-8 calcium fluorescence, agonist mode; 0% DMSO, 100% acetylcholine EC100 | activation, % at 3 µM | 360,000 compounds, 0.33% hits | AID 588814;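 active = activation above the run's mean compound activation plus 3 SD, cut at about 16% in these data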;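 also: peak over basal fluorescence ratio within a 140 s kinetic read after compound addition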
* hit, by the source's call; . = no result given.

SMILES | V1aR counter | TAAR1 antag | OXTR potentiate | CHO-K1 Ca ag | CHO-K1 Ca antag | TAAR1 ag | M1 PAM parental | CHO parental Ca | CHRM1 agonist
Cc1noc(/C=C/N(C)C)c1S(=O)(=O)N1CCCC(C(=O)NCc2ccc(Cl)cc2)C1 (configuration not stated) | 1.8 | 17 | -8 | 0.4 | -11 | 5 | 18 | -7 | -5
C#CCNC(=O)C[C@@H]1C[C@@]2(C(=O)OCC)CCCC=C2N(Cc2ccc(Cl)cc2Cl)C1=O | . | -6 | . | 1.2 | -23 | 5 | 23 | . | .
O=c1c(Cc2c(F)cccc2Cl)c(O)ccn1Cc1ccc2c(c1)OCO2 | 0.0 | -10 | -4 | 0.2 | -3 | 2 | 10 | -10 | -1
COC(=O)c1sccc1-n1cc2c(c1-c1ccccc1)c(=O)n(C)c(=O)n2C | . | -8 | . | 0.2 | -7 | 4 | 1 | . | -1
CCOc1cc(C2C3=C(CC(C)(C)CC3=O)Nc3n[nH]c(C)c32)ccc1O (configuration not stated) | 0.8 | -5 | 5 | 1.5 | -3 | 2 | 23 | -12 | -4
CC(=O)c1c(N)n(C)c(=O)n(C)c1=O | 0.5 | -18 | -3 | 0.6 | -15 | 12 | 0 | -10 | 0
CCOc1ccc(-c2noc(CCCC(=O)NC3CCCC3)n2)cc1OC | 2.8 | -13 | -8 | 1.0 | -6 | -2 | -13 | -13 | -6
Cc1nc(SCC(=O)Nn2c(-c3ccccc3)nc3ccccc3c2=O)n[nH]1 | -0.4 | 1 | -1 | 0.0 | -1 | 14 | 10 | -5 | -3
CCOc1ccc(NC(=O)CN(C)CC(=O)NC(C)c2ccccc2)cc1OCC (configuration not stated) | -0.3 | -2 | -11 | 0.6 | -10 | 1 | 1 | -13 | -5
CN(Cc1ccccc1)c1oc(COc2ccccc2F)nc1C#N | -1.2 | 33 | -7 | 1.6 | 5 | 7 | 13 | 16 | -7
Cc1cc2cc(CN(Cc3cccs3)C(=S)NCC3CCCO3)c(=O)[nH]c2cc1C (configuration not stated) | -0.3 | 17 | -5 | 2.1 | -6 | 0 | 10 | -26 | -2
O=C(NC1CC2CCC(C1)N2C(=O)NCc1ccccc1)C1CC1 (configuration not stated) | 0.5 | -7 | -9 | 0.2 | 13 | 11 | -7 | 5 | -6
CC(=O)c1ccc(N2CCN(S(=O)(=O)c3cn(C)c(C)n3)CC2)cc1 | -0.6 | -15 | -5 | -0.1 | 1 | 0 | -5 | -1 | -2
CC(=O)c1ccc(N2CCN(S(=O)(=O)c3ccc4c(c3)NC(=O)CC(=O)N4)CC2)cc1 | 0.8 | -31 | -6 | 0.4 | -9 | 4 | -3 | -6 | -5
O=C(NCCCO)/C(=C\c1ccco1)NC(=O)c1ccc(Br)o1 | 0.2 | 7 | -7 | 0.5 | -6 | 1 | 21 | -5 | -4
O=c1[nH]ncn1-c1ccccc1 | 0.7 | 0 | -10 | 0.3 | 4 | 4 | 18 | -9 | -7
CC(C)CNc1nc(N)c([N+](=O)[O-])c(NCc2ccccc2)n1 | -0.3 | -17 | -13 | 0.1 | 1 | 4 | -12 | -16 | 0
O=C(NCCCN1CCOCC1)c1cc2c(s1)CCCC2 | -0.5 | 5 | -12 | 0.5 | -3 | 9 | 22 | 1 | -5
CN(C)S(=O)(=O)c1cccc(C(=O)OCC(=O)NCc2ccc3c(c2)OCO3)c1 | 2.1 | 19 | -2 | 2.2 | -1 | 1 | 15 | -17 | -5
CCOc1cc(C(=O)N(C)CC(=O)Nc2cccc(F)c2)ccc1OCC(=O)N1CCOCC1 | 0.2 | -2 | -7 | -0.1 | -5 | 0 | 7 | 0 | -4
CCc1ccc(N(CC(=O)NCC2CCCO2)C(=O)CCC(=O)Nc2nccs2)cc1 (configuration not stated) | 1.0 | -1 | 6 | 0.4 | -8 | 0 | 2 | -8 | -8
CCOC(=O)N1CCN(C(=O)C2CCC(=O)N2C(C)C)CC1 (configuration not stated) | -0.2 | -2 | 0 | 1.3 | -9 | 12 | 26 | -6 | -5
O=C1c2ccccc2NC(c2ccc(F)cc2)N1Cc1ccccc1 (configuration not stated) | -2.1 | -8 | 5 | -0.6 | -8 | -3 | -3 | -19 | -8
FC(F)(F)c1cc(Cl)c2nc(-c3ccccc3)c(Cc3ccccc3)n2c1 | . | -10 | . | 0.4 | 4 | -2 | 10 | . | -6
CC(=O)c1ccn(S(=O)(=O)c2ccccc2)c1 | 0.7 | 7 | 1 | 1.2 | -4 | 6 | 20 | -8 | -4
COc1ccc(C(C)=O)cc1COC(=O)c1c(C)noc1C | 0.0 | 7 | -10 | 0.6 | -12 | 2 | 3 | -23 | -3
Clc1ccc(-n2nnnc2-c2ccccc2)cc1Cl | -2.4 | -6 | 5 | -0.5 | -8 | 11 | -4 | -14 | -8
CC(=O)Nc1ccc(S(=O)(=O)N/N=C/c2cccnc2)cc1 | 1.7 | -17 | -8 | 1.2 | -5 | 1 | -8 | -3 | 0
c1cnc2ccc(C(c3nnnn3C3CCCC3)N3CCN4CCCC4C3)cc2c1 (configuration not stated) | -0.8 | 4 | -10 | 0.3 | -15 | 7 | 8 | -12 | -4
CCCOc1ccccc1-n1sc2c(c1=S)-c1cc(OC)cc3c1N(C(=O)C3=O)C2(C)C | -0.6 | -1 | 0 | 0.2 | -4 | 5 | 19 | -10 | -6
CC(C)(C)OC(=O)C[C@H]1C/C=C\C[C@@H](CC(=O)N[C@@H](CO)Cc2ccccc2)C(=O)N2CCC[C@@H]2COC1=O | 0.1 | 13 | 7 | 1.1 | -11 | 3 | 3 | -12 | -5
C[C@@H]1C(c2cccc(Cl)c2)=NN(c2ccc(Br)cc2)[C@H]1C(=O)N1CCOC1=O | . | . | . | 0.6 | -7 | . | -3 | -10 | -3
CN1OC[C@@H]2CN(C(=O)NC3CCCCC3)[C@H](c3ccc(N4CCCCC4)cc3)C[C@@H]21 | . | -11 | . | 0.4 | 3 | 5 | 13 | . | -8
Cc1ccccc1NC(=O)CCn1c(=O)oc2ccccc21 | 0.0 | -3 | -3 | 0.6 | -5 | 2 | -1 | 1 | -5
CCS(=O)c1ccccc1C(=O)OCC(=O)Nc1ccc2ccccc2c1 (configuration not stated) | 11 | 30 | -12 | 12 | -15 | 8 | -1 | 39* | 1
CCOC(=O)C1(CC2CCCCO2)CCN(Cc2nc(-c3cccs3)oc2C)CC1 (configuration not stated) | -1.1 | -3 | -4 | 0.4 | -10 | -1 | 29 | -3 | -10

Quoted at random: five records from the list, in no set order.
SMILES | V1aR counter | TAAR1 antag | OXTR potentiate | CHO-K1 Ca ag | CHO-K1 Ca antag | TAAR1 ag | M1 PAM parental | CHO parental Ca | CHRM1 agonist
CCOC(=O)C1(CC2CCCCO2)CCN(Cc2nc(-c3cccs3)oc2C)CC1 (configuration not stated) | -1.1 | -3 | -4 | 0.4 | -10 | -1 | 29 | -3 | -10
CC(C)(C)OC(=O)C[C@H]1C/C=C\C[C@@H](CC(=O)N[C@@H](CO)Cc2ccccc2)C(=O)N2CCC[C@@H]2COC1=O | 0.1 | 13 | 7 | 1.1 | -11 | 3 | 3 | -12 | -5
CC(=O)Nc1ccc(S(=O)(=O)N/N=C/c2cccnc2)cc1 | 1.7 | -17 | -8 | 1.2 | -5 | 1 | -8 | -3 | 0
C[C@@H]1C(c2cccc(Cl)c2)=NN(c2ccc(Br)cc2)[C@H]1C(=O)N1CCOC1=O | . | . | . | 0.6 | -7 | . | -3 | -10 | -3
CCCOc1ccccc1-n1sc2c(c1=S)-c1cc(OC)cc3c1N(C(=O)C3=O)C2(C)C | -0.6 | -1 | 0 | 0.2 | -4 | 5 | 19 | -10 | -6

(list continues)
SMILES | V1aR counter | TAAR1 antag | OXTR potentiate | CHO-K1 Ca ag | CHO-K1 Ca antag | TAAR1 ag | M1 PAM parental | CHO parental Ca | CHRM1 agonist
COC(=O)c1cc(S(=O)(=O)NCC2CCN(Cc3ccc(Cl)cc3)CC2)c[nH]1 | -0.2 | 1 | -2 | 0.7 | 4 | 3 | 0 | -4 | -6
CCC(C)N1CC(C(=O)NC2CCCCC2)CC1=O (configuration not stated) | -0.1 | 4 | -13 | 0.0 | 0 | -2 | 3 | 5 | -3
COC(=O)c1ccccc1NCc1cc(=O)oc2cc(O)c(O)cc12 | 1.1 | 26 | -24 | 11 | -4 | 11 | -12 | -1 | -1
Cc1cc(C)cc(NC(=O)CSc2nncn2-c2ccccn2)c1 | -0.5 | 9 | -9 | 0.0 | 12 | 11 | -13 | -14 | -4
CCN1C(=O)/C(=C2\SC(N3CCCCC3)=NC2=O)c2ccccc21 | -0.5 | 14 | -3 | 0.1 | -1 | 4 | -1 | -36 | -11
O=C(Nc1cccc(Cl)c1)c1ccc(=O)[nH]n1 | 1.7 | -4 | -14 | 2.4 | -13 | 5 | 10 | 9 | -2
Cc1cc(C)c(/C=N/NC(=O)c2nnn(-c3nonc3N)c2COc2ccc(F)cc2)c(C)c1 | 1.0 | -26 | -10 | 0.3 | -6 | 3 | 4 | -6 | -3
CCn1cc(C(=O)NCc2cccc(C(F)(F)F)c2)c(=O)c2ccc(C)nc21 | 0.6 | 9 | -2 | 1.8 | -12 | -3 | 20 | -10 | -3
CSc1nsc(SC)c1CO | -1.5 | -15 | 0 | 0.1 | 2 | 3 | 3 | -11 | -4
CN(c1ccccc1)S(=O)(=O)c1ccc(NC(=O)c2ccccc2)cc1 | 9.0 | 20 | -8 | 2.1 | 8 | 7 | -9 | -7 | -3
COc1ccc(/C=N/S(=O)(=O)c2ccc(C)cc2)cc1 | 0.0 | -9 | -1 | 0.6 | -12 | 4 | 17 | 3 | -1
Cc1cccc(NS(=O)(=O)c2ccccc2)n1 | 0.6 | 10 | -1 | 0.1 | -6 | 12 | 13 | 0 | -3
Nc1cc(=O)[nH]c(SCC(=O)Nc2cc(Cl)ccc2Cl)n1 | 0.2 | -14 | -1 | 0.7 | -7 | 1 | 10 | -12 | -2
COc1cc(C(=O)NC2=C(C#N)CCC2)cc(OC)c1OC | -0.3 | -5 | 0 | 1.2 | -15 | 5 | 26 | -8 | -7
COc1ccc(CCNS(=O)(=O)CCNC(=O)c2ccc(OC)cc2)cc1 | 0.1 | -15 | -9 | 1.4 | -7 | 2 | 3 | -27 | -3
CC(C)CCn1cnc2c(c1=O)c1nc3ccccc3nc1n2Cc1ccc2c(c1)OCO2 | . | -8 | . | -0.2 | 5 | 1 | -6 | . | -1
Cc1ccc(C(=O)Nc2ccc3c(c2)CCC3)cc1S(=O)(=O)N1CCOCC1 | 1.7 | 9 | -11 | 7.6 | 6 | 3 | 13 | -17 | -9
CC(=O)c1ccc(NC(=O)CCc2nnc3ccc(N4CCCC4)nn23)cc1 | -0.6 | -7 | 0 | -0.4 | 11 | 0 | -12 | -18 | -6

Assay outcomes from PubChem BioAssay.
